# phage Ecoli inh = E. coli growth loss with phage present; hit rate 0.26% among 360,000; AID 651602; growth absorbance; inhibition, % at 11.9 µM; in the data active means inhibition above about 11%
# PfHsp90 set2 = reduces growth (ATP signal) of yeast expressing P. falciparum Hsp90; S. cerevisiae expressing PfHsp90, BacTiter-Glo ATP, 48 h; yeast lacking PDR1 and PDR3 efflux regulators; inhibition, % at 9.4 µM; hit rate 0.32% among 310,000;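 active means every replicate shows inhibition above about 80%, whatever the replicate mean, limit read from the data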;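 further: 0% = DMSO neutral controls and 100% = 20 µM radicicol positive controls; yeast relying on Plasmodium falciparum Hsp90 in place of its own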
# Pemphigus Ab inh = human desmoglein-3 autoantibody binding inhibition. P32926. DSG3-coupled beads, scFv-anti-DSG3-GFP binding, flow cytometry; hits give low values. binding (percent of control), % at 10 µM. hit rate 0.48% among 310,000;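 active means binding more than 3 SD below its plate's average and above zero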;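 further: hits lower antibody fragment binding to DSG3; some compounds called inactive have numbers as strong as hits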
# AddAB inh = less growth of phage-infected E. coli with AddAB | inhibition, % at 11.9 µM | hit rate 0.29% among 330,000 | E. coli expressing H. pylori AddAB, absorbance growth; in the data active means inhibition above about 12%;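 further: 0% = vehicle wells of infected cells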
# HTR5A inv ctr = counter-screen for OPRM1-OPRD1 inverse agonists: human HTR5A inverse agonism. inhibition, % at 9.3 µM. hit rate 0.083% among 340,000. HTR5A cell line, luminescence. P47898. AID 504634; in the data active means inhibition mostly above about 23%, no sharp cut-off; inactive means mostly below about 18%;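 further: 0% = cells with DMSO and 100% = no-cell wells with DMSO; some compounds called inactive have numbers as strong as hits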
# Target sequence (P47898 whole entry, looked up): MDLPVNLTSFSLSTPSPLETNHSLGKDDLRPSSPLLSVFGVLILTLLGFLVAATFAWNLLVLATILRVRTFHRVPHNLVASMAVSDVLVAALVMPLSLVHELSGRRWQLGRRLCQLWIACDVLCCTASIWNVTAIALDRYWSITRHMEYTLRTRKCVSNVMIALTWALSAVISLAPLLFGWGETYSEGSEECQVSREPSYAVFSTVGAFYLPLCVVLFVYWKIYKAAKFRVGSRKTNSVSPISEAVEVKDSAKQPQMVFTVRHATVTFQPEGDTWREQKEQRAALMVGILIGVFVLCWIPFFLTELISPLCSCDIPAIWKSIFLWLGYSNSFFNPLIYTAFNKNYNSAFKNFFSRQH
# E coli growth = reduces bacterial viability in AddAB counter-screen; E. coli V3065 growth, OD600 absorbance, 18 h; inhibition, % at 11.9 µM; hit rate 0.27% among 330,000; AID 449728;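 active means inhibition above the campaign's mean inhibition across all tested compounds plus 3 SD, cut at about 9.9% in these data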;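 further: uninfected addAB+ strain grown without phage in ampicillin broth; 0% = DMSO wells and 100% = ciprofloxacin 0.95 µg/ml wells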
# PKA-R1A act = PKA-R1A complex activation. P00514+P68181. PKA-R1A dissociation, Cy5-IP20 fluorescence polarization; scaled: DMSO 0%, 113 µM cGMP 100%. activation, % at 11.4 µM. hit rate 0.083% among 340,000;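 active means percent activation above the mean of all tested compounds plus 3 SD, cut at about 19% in these data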;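 further: higher means more PKAc released from R1A so a rise in polarization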
# MOR-DOR inv ag = inverse agonists of human mu-delta opioid receptor heterodimerization | P35372+P41143 | cell-based MOR-DOR heterodimer luminescence, inverse agonism | inhibition, % at 9.3 µM | hit rate 0.21% among 340,000 | AID 504357; in the data active means inhibition above about 22%, passing the limit was not always enough;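 further: 0% = cells with DMSO and 100% = wells without cells with DMSO; values of inactives mirror those of a sister screen read the other way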
# Mot1-301 SUMO = SUMOylation pathway inhibition by Mot1-301 growth rescue | S. cerevisiae Mot1-301 growth rescue, ATP luminescence, 38.5C; percent above DMSO median, 100 means doubled | growth rescue, % at 18.8 µM | hit rate 1% among 320,000 | AID 2716;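 active means every valid replicate shows activation above 250% relative to neutral control wells; inactive means the rest, any valid replicate at or below 250%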;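 further: OY570 slx delta 5 strain wells were the positive control but not used for scaling; some compounds called inactive have numbers as strong as hits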
# OPRM1-OPRD1 ag = OPRM1-OPRD1 heterodimerization agonism; cells, luminescence; activation, % at 9.3 µM; hit rate 0.3% among 340,000; P35372+P41143; in the data active means activation above about 18%;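 further: 0% = vehicle-treated cells and 100% = reference agonist; values of inactives mirror those of a sister screen read the other way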
# HTR5A ag = counter-screen for OPRM1-OPRD1 agonists: human HTR5A agonism; HTR5A agonist assay, luminescence, cell-based; activation, % at 9.3 µM; hit rate 0.61% among 340,000; AID 504692; in the data active means activation mostly above about 9.5%, no sharp cut-off; inactive means mostly below about 7.6%;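 further: 0% = cells with vehicle only and 100% = reference agonist; strong numbers were not always called active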
# The depositor's hits bear a star; nt = not tested or not shown. The order is random; about 3.2% have a hit in one of these screens.
SMILES,phage Ecoli inh,PfHsp90 set2,Pemphigus Ab inh,AddAB inh,HTR5A inv ctr,E coli growth,PKA-R1A act,MOR-DOR inv ag,Mot1-301 SUMO,OPRM1-OPRD1 ag,HTR5A ag
O=C(COC(=O)CCSc1ccccc1)Nc1ccccc1,7.5,8,nt,2.5,6,1.5,-1,-10,31,2.3,-2
O=S(=O)(Nc1ccc(Cl)nn1)c1ccccc1,3.9,19,98,0.2,-12,1.7,-5,8,nt,-1.4,2
CCCCC(C(=O)OCC)C(N)Cc1ccc(F)cc1 (stereo not given),2.7,-8,113,5.9,22,-0.3,-3,-19,126,2.8,0
CCN=C1S/C(=C\c2ccc(OCC)c(OC)c2)C(=O)N1CC,2.0,16,98,1.1,1,-1.6,0,-30,4,5.8,-1
COC(=O)c1ccc(C(C(=O)NC2CCCCC2)N(Cc2ccccc2)C(=O)Cc2cccs2)cc1 (stereo not given),4.4,-28,128,3.9,2,0.7,-4,-13,-10,2.3,2
Cn1c(SCc2c(Cl)cccc2Cl)nnc1-c1ccc2nonc2c1,0.0,-3,111,-0.3,-1,-1.7,-6,11,0,-2.1,1
CCOC(=O)c1[nH]c(C)c(C(=O)N2CCN(c3ccccc3)CC2)c1C,0.7,5,105,-1.5,21,0.6,-6,20,-7,-3.6,-3
CN(C)CCn1c2c(c(SCC(=O)Nc3ccccc3C(F)(F)F)nc1=O)CCCC2,-0.2,-3,101,-0.3,-15,1.8,-10,10,-11,-1.6,-6
CN1CC[C@@H]2C(=O)N3CCc4ccc(-c5ccc6c(c5)OCO6)cc4[C@@H]3C[C@@H]21,-0.5,-25,114,nt,-9,nt,-1,8,nt,-1.7,2
Cc1c(-c2ccccc2)nc2ccccc2c1C(=O)O,nt,nt,84,-0.8,8,-1.3,-3,-18,7,3.5,0
O=C(O)COc1ccccc1C=NNc1ccc([N+](=O)[O-])cc1S(=O)(=O)Nc1ccc(Cl)cc1,3.5,-45,121,1.1,21,0.9,-2,18,-8,-3.5,-5
CCOC(=O)C(CC)Sc1nc2c(c(=O)[nH]c(=O)n2C)n1C/C=C(/C)Cl (stereo not given),-0.6,-3,99,0.8,7,-2.1,-2,-4,-16,0.9,-2
CCN(C(=O)C1CCN(S(=O)(=O)c2ccc3c(c2)oc(=O)n3C)CC1)c1cccc(C)c1,0.6,8,106,-2.0,-6,0.3,-6,4,76,-0.7,2
O=C(Nc1ccc(OC(F)(F)F)cc1)Oc1ccccc1N1CCOCC1,5.2,-2,nt,1.1,-5,0.8,-3,13,-1,-2.7,2
CN(C)c1cccc(C(=O)OCc2cc(=O)oc3cc(O)ccc23)c1,0.9,-19,nt,2.5,-5,0.5,-7,4,-13,-0.9,-1
O=C(CN1C(=O)COc2ccc(Cl)cc21)N1CCc2ccccc21,2.5,-32,103,1.3,-14,1.2,-9,-15,7,2.6,-1
O=C(Nc1ccccc1Cl)c1ccc(S(=O)(=O)NCC2CCCO2)cc1 (stereo not given),2.4,2,103,1.1,9,-2.1,-5,3,3,-0.6,-4
Clc1ccc(SCCn2ccnc2)cc1,-1.6,-17,108,-1.6,-10,0.9,-3,-15,17,2.7,4
Clc1ccccc1-c1ccc2ncnc(NCc3ccc4c(c3)OCO4)c2c1,4.3,-1,107,2.1,-8,-0.2,9,17,629*,-3.0,10
Cc1ccc(NC(=O)CNC(=O)N2CC(=O)Nc3ccccc32)cc1F,-0.6,7,102,1.9,-35,0.3,4,13,-15,-2.3,1
Cc1cc(C)c(C#N)c(SCc2ccccc2C(=O)O)n1,-0.8,13,89,1.6,2,0.5,-4,1,135,-0.2,-1
Cc1ccc(C(=O)OCCN2CCN(c3ncc(C(F)(F)F)cc3Cl)CC2)cc1,3.3,-2,110,0.2,9,1.2,-18,14,251,-2.5,-3
CN(CC(=O)Nc1cccc2c1CCCC2)S(=O)(=O)c1ccc(Cl)cc1,1.9,0,101,2.3,-22,-0.8,-4,-1,823,0.1,-2
COc1cc(NC(=S)NNC(=O)C(C)(C)O)cc(OC)c1,0.5,-33,99,1.5,3,4.4,-4,18,-3,-3.5,-4
COC(=O)COc1ccc(S(=O)(=O)Nc2cc([N+](=O)[O-])ccc2C)cc1,3.1,15,105,0.9,-7,-1.7,2,20,-8,-3.8,3
# More compounds follow.
SMILES,phage Ecoli inh,PfHsp90 set2,Pemphigus Ab inh,AddAB inh,HTR5A inv ctr,E coli growth,PKA-R1A act,MOR-DOR inv ag,Mot1-301 SUMO,OPRM1-OPRD1 ag,HTR5A ag
CCOC(=O)[C@@H]1C(c2c(OC)cc(OC)cc2OC)=NO[C@@H]1C(=O)OCC,4.5,5,95,2.5,8,-1.3,8,16,106,-2.7,-3
CC(C)N1C/C(=C/c2ccsc2)C(=O)/C(=C/c2ccsc2)C1,2.0,4,101,1.7,5,-1.7,-15,-8,3,1.6,-2
Cn1c(N/N=C/c2cccs2)nc2c1c(=O)n(Cc1ccccc1)c(=O)n2C,3.0,7,105,3.0,-10,-0.7,0,0,2,0.1,3
Cc1ccc(CN2CCCN(Cc3c(F)cccc3Cl)S2(=O)=O)cc1,1.2,-1,99,-2.5,-9,-2.9,-2,-4,-5,0.8,2
Oc1ccc(-c2csc(Nc3ncccn3)n2)c(O)c1,2.3,-1,93,-1.3,4,-1.6,-5,9,105,-1.5,-1
COc1ccc(Cc2nnc(-c3cccc(C)c3)o2)cc1OC,nt,4,101,0.4,-6,-1.0,4,3,2,-0.6,2
Cc1ccc2c(c1)cc(CN(Cc1ccc3c(c1)OCO3)S(=O)(=O)c1ccccc1)c1nnnn12,2.4,1,100,4.7,-18,-0.3,-2,19,-6,-3.1,-5
Cc1oc(-c2cc(F)ccc2F)nc1CN1CCN(C)C(=O)[C@@H]1C,4.9,-5,99,-0.3,9,-5.7,1,3,1,-0.4,1
CN(Cc1ccccc1)C(=O)c1ccc(NC(=O)Cc2ccc(NC(=O)C3CCCN(C(=O)C4CCCCC4)C3)cc2)cc1 (stereo not given),1.5,8,101,nt,-13,nt,-13,1,nt,-0.2,3
COc1ccc(CCNc2nncc(=O)[nH]2)cc1OC,0.8,8,103,0.4,-2,-0.4,-4,-10,81,1.7,3
COc1ccc(C(=S)N2CCOCC2)cc1OS(=O)(=O)c1ccc(Br)cc1,1.9,-21,94,0.9,-23,-0.7,-12,16,12,-2.9,2
COc1cc2ccccc2cc1C(=O)N1CCN(C(C)=O)CC1,3.6,-1,92,7.3,7,2.6,-7,18,53,-3.5,4
COC(=O)c1c(CCl)noc1C(=O)NC(C)C,2.4,nt,99,-0.6,7,-2.6,10,14,16,-2.6,3
Cc1ccc(N2C(=O)C3C=NNC3C2=O)cc1 (stereo not given),1.4,nt,111,0.8,14,3.2,-3,11,-17,-2.4,3
C=CC[C@@H](Cc1ccc(F)cc1)C(=O)OC[C@@H]1CCCN1C(=O)[C@@H](CC=C)CC(=O)NCCO,3.8,-16,104,2.0,-1,0.7,8,21,-6,-4.5,6
Cc1csc(NC(=O)Cn2cnnn2)n1,3.8,20,112,4.5,-10,1.3,6,-1,11,0.1,3
Cc1cccc(Cc2nnc(CCC(=O)N(C)Cc3ccncc3C)o2)c1,3.2,-14,97,2.1,2,2.9,-11,-1,-17,0.2,-1
O=C(NC1CCCCCC1)C1CCN(C(=O)c2cccc(Cl)c2)CC1,2.7,-67,109,3.9,-26,-2.7,1,9,190,-1.6,10
COc1ccccc1N1C(=O)c2ccccc2NC1c1ccncc1 (stereo not given),1.4,-9,99,0.6,5,-2.5,-4,12,12,-3.0,3
CC1=C(C(=O)Nc2ccccc2)C(c2ccc(O)cc2)N2C(=O)CSC2=N1 (stereo not given),3.5,-35,96,-0.7,-9,-2.8,-1,2,13,-0.3,0
COC(=O)c1ccc2c(=O)sc(N3CCC(C(N)=O)CC3)nc2c1,-1.6,7,96,0.0,-4,-1.7,-7,5,18,-1.0,5
Cc1ccccc1C(=O)Nc1cccc(NC(=O)c2ccccc2[N+](=O)[O-])c1,4.7,-4,115,0.5,-12,-0.3,1,11,-3,-2.2,3
COc1cc(OC)c(NC(=S)Nc2cccc(C)c2)cc1Cl,1.7,10,113,2.7,3,-0.8,4,7,-17,-1.3,0
C/C(=N\Nc1nc(C(C)(C)C)cs1)c1ccccc1,3.9,-5,99,2.8,-20,1.0,-10,-69,36,15,6
CCOC(=O)NC(=O)/C(C#N)=C\NNc1ncc(C(F)(F)F)cc1Cl,3.3,6,104,5.0,6,2.7,3,12,24,-2.0,-2
COc1ccccc1N1CCN(c2ccc(N3C(=O)CCC3=O)cc2[N+](=O)[O-])CC1,3.1,3,97,1.4,0,2.0,6,17,5,-3.4,0
Cc1ccc(NC(=S)Nc2ccc3cn[nH]c3c2)cc1,4.3,-12,100,0.3,-10,2.0,6,-28,-1,4.2,2
Cn1nnnc1SCC(=O)c1c(N)n(C2CC2)c(=O)[nH]c1=O,1.9,-7,nt,0.7,5,-1.4,-6,14,-7,-3.3,-2
Cc1cc(C)cc(NC(=O)C(OC(=O)C2=COCCO2)c2ccccc2)c1 (stereo not given),-0.9,-2,nt,5.5,8,-1.6,4,-1,4,0.3,2

# 3 entries already listed, ordered by the number in Mot1-301 SUMO, highest first:
structure | Mot1-301 SUMO
COc1ccc(CCNc2nncc(=O)[nH]2)cc1OC | 81
Cc1ccc(NC(=S)Nc2ccc3cn[nH]c3c2)cc1 | -1
Cc1ccc(CN2CCCN(Cc3c(F)cccc3Cl)S2(=O)=O)cc1 | -5

# Reprinted at random: 5 entries already listed
SMILES,phage Ecoli inh,PfHsp90 set2,Pemphigus Ab inh,AddAB inh,HTR5A inv ctr,E coli growth,PKA-R1A act,MOR-DOR inv ag,Mot1-301 SUMO,OPRM1-OPRD1 ag,HTR5A ag
CCOC(=O)NC(=O)/C(C#N)=C\NNc1ncc(C(F)(F)F)cc1Cl,3.3,6,104,5.0,6,2.7,3,12,24,-2.0,-2
O=C(CN1C(=O)COc2ccc(Cl)cc21)N1CCc2ccccc21,2.5,-32,103,1.3,-14,1.2,-9,-15,7,2.6,-1
Cc1ccc(N2C(=O)C3C=NNC3C2=O)cc1 (stereo not given),1.4,nt,111,0.8,14,3.2,-3,11,-17,-2.4,3
COC(=O)COc1ccc(S(=O)(=O)Nc2cc([N+](=O)[O-])ccc2C)cc1,3.1,15,105,0.9,-7,-1.7,2,20,-8,-3.8,3
CN(CC(=O)Nc1cccc2c1CCCC2)S(=O)(=O)c1ccc(Cl)cc1,1.9,0,101,2.3,-22,-0.8,-4,-1,823,0.1,-2

# Printed as active in Mot1-301 SUMO, of those listed so far:
compound | phage Ecoli inh | PfHsp90 set2 | Pemphigus Ab inh | AddAB inh | PKA-R1A act | MOR-DOR inv ag | Mot1-301 SUMO | OPRM1-OPRD1 ag
Clc1ccccc1-c1ccc2ncnc(NCc3ccc4c(c3)OCO4)c2c1 | 4.3 | -1 | 107 | 2.1 | 9 | 17 | 629* | -3.0

# Screening data as filed in PubChem BioAssay.
